Screening results (PubChem)
aSyn yeast inh – rescues yeast growth from alpha-synuclein toxicity. Yeast expressing alpha-synuclein, growth rescue, BacTiter-Glo, 24 h. Potency, µM (doses to about 46.1 µM), without a hit: at the top dose growth rescue (activation), actives largely listed as activators. 0.14% of 370,000 active; also: potency is read from the fitted curve at half-maximal effect; % of control where 0% means no effect; nearly all actives have a fitted effect of over 65% in size
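Galactose-induced alpha-syn yeast (OD600=0.02, raffinose-pregrown) + pinned cpd, 24 hr, 30 deg C; growth by BacTiter-Glo luminescence. Growth restoration scores as activation.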
FUS yeast rescue – rescues growth of FUS-expressing yeast; S. cerevisiae FUS-expressing, growth rescue, OD600, 24 h; Potency, µM (titrated, usually from 76.6 µM), without a hit: at the highest dose growth rescue (activation), most hits filed as activators; 0.24% of 390,000 active; AID 1347120;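 also: potency is read from the fitted curve at half-maximal effect; plate controls were DMSO vehicle for no effect and reference control for full effect; nearly all actives have a fitted effect of over 55% in size; some results filed as inactive show a strong effect at the top dose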
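Toxicity suppression screen in FUS-yeast. Cells induced with 2% galactose, starting OD 0.005, treated 24hr at 30C with compounds at multiple final concentrations; growth by OD600.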
Abeta yeast res – compounds reversing amyloid beta toxicity in yeast | yeast expressing A-beta42, growth rescue, OD600, 48 h; response scale: 0% DMSO, 100% iron-clioquinol control | Potency, µM (doses to about 46.1 µM), without a hit: at the top dose growth rescue, actives largely listed as activators | 0.063% of 410,000 active | AID 1347071; also: potency is read from the fitted curve at half-maximal effect; nearly all actives have a fitted effect of over 55% in size
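Growth rescue measured by 600 nm absorbance after 48 h yeast culture at 30 C with compound. Values normalized between DMSO and an equimolar ferric chloride plus clioquinol control.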
GLP-1R agonist – GLP-1 receptor (human) agonism | P43220 | HEK293 GLP-1R CRE-luciferase, luminescence, 4-6 h; cells express a hypersensitive GLP-1R form | Potency, µM (top dose mostly 45.6 µM), inactives show top-dose activation, most hits filed as activators | 0.007% of 380,000 active; also: potency is read from the fitted curve at half-maximal effect; % of control where 0% means no effect
Target sequence (P43220 whole entry, looked up): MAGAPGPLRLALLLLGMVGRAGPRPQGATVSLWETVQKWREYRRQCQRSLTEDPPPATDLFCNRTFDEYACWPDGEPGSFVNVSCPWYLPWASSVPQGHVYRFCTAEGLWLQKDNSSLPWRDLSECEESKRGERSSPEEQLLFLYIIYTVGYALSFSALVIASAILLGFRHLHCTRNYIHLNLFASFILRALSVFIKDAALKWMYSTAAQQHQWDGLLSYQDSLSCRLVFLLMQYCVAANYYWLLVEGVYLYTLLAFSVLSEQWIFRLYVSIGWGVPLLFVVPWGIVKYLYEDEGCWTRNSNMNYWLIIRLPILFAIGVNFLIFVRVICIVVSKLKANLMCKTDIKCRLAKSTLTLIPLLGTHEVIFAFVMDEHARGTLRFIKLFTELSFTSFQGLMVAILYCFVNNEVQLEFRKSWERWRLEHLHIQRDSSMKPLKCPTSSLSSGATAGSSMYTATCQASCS
PTHR1 ag – PTHR1 (human) receptor agonism | Q03431 | HEK293 GP2 PTHR1 cells, GloSensor cAMP luminescence, 1 h | Potency, µM (highest dose often 115 µM), for inactives: at the top dose activation, actives largely listed as activators | 0.075% of 410,000 active | AID 743266; also: potency is read from the fitted curve at half-maximal effect; nearly all actives have a fitted effect of over 55% in size; some results filed as inactive show a strong effect at the top dose; inactives centre near -15; many of its hits are not listed in these tables
Target sequence (Q03431 whole entry, looked up): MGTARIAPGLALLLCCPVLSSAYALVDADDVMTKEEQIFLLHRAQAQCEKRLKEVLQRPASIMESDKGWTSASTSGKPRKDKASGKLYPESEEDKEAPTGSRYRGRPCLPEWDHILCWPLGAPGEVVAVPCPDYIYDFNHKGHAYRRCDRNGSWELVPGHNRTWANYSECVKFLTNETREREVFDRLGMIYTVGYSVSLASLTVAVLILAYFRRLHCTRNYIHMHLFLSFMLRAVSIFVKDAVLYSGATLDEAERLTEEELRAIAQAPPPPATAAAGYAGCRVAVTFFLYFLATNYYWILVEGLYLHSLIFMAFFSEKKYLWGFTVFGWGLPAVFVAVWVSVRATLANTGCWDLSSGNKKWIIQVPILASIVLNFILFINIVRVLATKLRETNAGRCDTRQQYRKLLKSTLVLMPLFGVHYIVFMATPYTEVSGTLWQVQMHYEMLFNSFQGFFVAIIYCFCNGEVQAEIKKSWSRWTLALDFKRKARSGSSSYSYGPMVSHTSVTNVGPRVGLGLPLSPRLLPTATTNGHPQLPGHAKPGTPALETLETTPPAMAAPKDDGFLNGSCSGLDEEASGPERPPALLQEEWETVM
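HEK-293-derived GP2 cells expressing PTHR1 and a GloSensor cAMP reporter, 3,000/well, plated overnight, given luciferin plus IBMX (each 0.5 mM as added) for 1 h at 37 °C, then compound for 1 h at 37 °C. Luminescence was read after 15 min at room temperature.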
GLP1R inv ag – inverse agonists of human GLP-1 receptor | HEK293 GLP-1R CRE-luciferase, luminescence, 24 h; GLP-1R form is constitutively active | Potency, µM (doses to about 38.3 µM), inactives show at the top dose activity change, negative = inhibition, usual class: inhibitors | 1.6% of 410,000 active | AID 624417; also: potency is read from the fitted curve at half-maximal effect; % is scaled to controls: 0 for no effect and ±100 for the full control effect; nearly all actives have a fitted effect of over 55% in size
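GLP-1R inverse agonism mode: basal reporter luminescence in engineered HEK293 cells measured after one day of compound exposure at 37 deg C, with a 12 min room-temperature detection step.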
Akt phos inh – inhibitors of Akt phosphorylation. 0.32% of 360,000 active. activity change, % for hits at 50 µM. Neuro2A IGF-stimulated pAkt S473 HTRF, 20 min; hits give low values; in the data active = activity change below about -80%; inconclusive = mostly about -51% to -80%; also: % is scaled to controls: 0 for no effect and ±100 for the full control effect
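Single-point screen (50 µM final compound) in Neuro2A cells stimulated 20 min with 6 nM IGF at 37 deg C. After lysis, Ser473-phosphorylated Akt read by HTRF (ex 330 nm, em 615/665 nm) as the 665/615 ratio.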
D3 antag – antagonists of human D3 dopamine receptor; P35462; D3R cells, DiscoveRx beta-arrestin luminescence, antagonist mode; hits give low values; max response, negative = inhibition, %; 2.5% of 360,000 active; AID 652054; in the data active = max response below about -50%; inconclusive = no clear call, values can overlap the other calls; also: % is scaled to controls: 0 for no effect and ±100 for the full control effect; mostly tested at two doses, the higher about 12 µM
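Cells expressing the human receptor were seeded at 1500 cells/well, incubated overnight at 37 degrees C in 5% CO2, then exposed to library compounds with dopamine controls for 90 minutes at 37 degrees C before luminescent detection.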
TDP43 rescue – rescues yeast growth from TDP-43 toxicity; 1.8% of 410,000 active; TDP-43 expressing yeast growth rescue, BacTiter-Glo, 24 h; Potency, µM (highest dose often 46.1 µM), for inactives: at the highest dose growth rescue (activation), actives largely listed as activators; also: potency is read from the fitted curve at half-maximal effect; % of control where 0% means no effect; nearly all actives have a fitted effect of over 50% in size
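Growth rescue of TDP-43-toxic yeast measured as ATP luminescence (BacTiter-Glo). Cells grown to mid-log in raffinose, induced in galactose at OD600=0.02, exposed to compound 24 hr at 30 deg C.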
Starred values were filed as active, the others as inactive; i = inactive; ? = inconclusive; / = no result given; [ ] = dose if it differs, or a comment. Unless noted, calls follow the shape of the dose curve; as a rule, active = well fitted curve in the direction sought with a large enough effect; inconclusive = small, poorly fitted or top-dose-only effect, or another doubt; inactive = no such curve, though single readings can be large; an effect the other way counts as inactive or inconclusive. A portion of the library; count on the stated rates, not on these rows.

Order of values – aSyn yeast inh, FUS yeast rescue, Abeta yeast res, GLP-1R agonist, PTHR1 ag, GLP1R inv ag, Akt phos inh, D3 antag, TDP43 rescue
N#C/C(=C\C1CC2C=CC1C2)c1nc2ccccc2[nH]1 (configuration not stated)
  -11.3%, ?, 9.2%, 4.9%, -31.3%, -3.0%, i, -8.7, 0.0%
Cc1cccc(NS(=O)(=O)c2cccc(C(=O)NCCCN3CCCC3=O)c2)c1
  7.2%, -6.2%, 8.8%, -1.0%, -60.3%[inhibitor], 4.6%, i, 4.6, 25.7%
COCc1cc(=O)[nH]c(/N=C(\N)Nc2ccc(Oc3ccccc3)cc2)n1
  1.7%, /, -20.8%, 0.1%, i, 10.6%, i, 1.0, 22.8%
CC(C)N(C(=O)N1CCC(c2nc(-c3ccncc3)no2)CC1)C(C)C
  -9.1%, 28.3%, 3.5%, 6.0%, i, 6.6%, i, 21.6, -2.7%
CC(C)CNC(=S)N(CCN(C)C)Cc1cc2cc3c(cc2[nH]c1=O)OCCO3
  -1.1%, 4.2%, 6.2%, 15.6%, -38.7%[inhibitor], 10.7%, i, -7.5, -2.5%
CC(C)c1ccc(-c2nn(-c3ccccc3)cc2C(=O)NCC2CCCO2)cc1 (configuration not stated)
  3.7%, 27.3%, 5.0%, 10.8%, i, ?, i, 36.3, -5.2%
COc1cc(C(=O)N(CCc2ccccc2)C2=CC3CCC(C2)N3C)cc(OC)c1OC (configuration not stated)
  8.7%, 6.0%, 5.1%, -8.4%, i, -1.4%, i, 6.0, -20.1%
CCc1ccc2[nH]c(=O)c(CN(CCN(CC)CC)C(=S)NCc3ccco3)cc2c1
  0.8%, -17.7%, -6.4%, 9.6%, -30.0%, ?, i, -3.9, 24.6%
O=C(O)CC(Cc1ccc(Br)cc1)C(=O)O (configuration not stated)
  -0.4%, 0.5%, -6.9%, 3.3%, -7.2%, -3.0%, i, -2.5, -2.3%
CCOc1ccccc1NC(=O)C1CCN(S(=O)(=O)c2cc(Br)cc3c2N(C(C)=O)CC3)CC1
  /, -10.7%, -5.6%, /, 12.4%, -7.4%, /, /, 13.9%
CCOC(=O)c1cnn(C)c1NC(=O)c1ccc(Cl)cc1Cl
  0.2%, 24.6%, 6.5%, 5.8%, i, 18.9%, i, 10.0, ?
O=C(Nc1ccc(CN2CCOCC2)cc1)c1cc(Cl)ccc1Cl
  1.9%, 0.3%, -4.7%, 4.1%, -3.9%, -4.3%, i, -7.0, ?
NC(=O)CN1CCCC1c1ccc2c(c1)OCCO2 (configuration not stated)
  -11.6%, -1.2%, -15.0%, 4.2%, i, -3.2%, i, -3.0, 0.6%
O=C(NCC(c1ccco1)N1CCc2ccccc2C1)C(=O)Nc1ccc(F)cc1F (configuration not stated)
  -2.1%, 27.3%, -0.3%, -23.2%, -17.1%, ?, i, -5.2, -4.2%
CC(=O)c1sc(-c2ccc(Cl)cc2)nc1C
  10.6%, -13.1%, -25.2%, -1.3%, -9.9%, 1.7%, i, 20.7, 20.8%
O=C1CC(c2ccc(F)cc2)Sc2nc(-c3ccccc3)c(-c3ccccc3)n21 (configuration not stated)
  -6.5%, /, 14.1%, -3.3%, i, 9.8%, i, ?, 0.6%
CCOC(=O)c1cnc2c(C(=O)OC)cccc2c1NCCN1CCOCC1
  3.8%, -19.5%, -0.8%, -6.3%, i, 0.0%, i, -10.4, -3.2%
CCOC(=O)c1c(NC(=O)CSc2nnc(-c3ccco3)o2)sc(C(C)=O)c1C
  1.9%, -9.0%, 3.5%, -6.2%, -36.0%[inhibitor], 0.8%, i, 10.8, 14.9%
Cc1cc(C)n2c(Nc3ccc4c(c3)OCCO4)c(CCc3ccccc3)nc2n1
  ?, 11.5%, 4.5%, 8.7%, -12.2%, 13.3%, i, 149.4, 0.0%
Cc1cccc(C(=O)N2CCN(S(=O)(=O)N3CCCCCC3)CC2)c1
  -0.4%, 12.6%, -11.1%, 2.7%, i, -24.5%, i, -5.4, 26.3%

Given with bars between the fields: entries from further up.
molecule | aSyn yeast inh | FUS yeast rescue | Abeta yeast res | GLP-1R agonist | PTHR1 ag | GLP1R inv ag | Akt phos inh | D3 antag | TDP43 rescue
NC(=O)CN1CCCC1c1ccc2c(c1)OCCO2 (configuration not stated) | -11.6% | -1.2% | -15.0% | 4.2% | i | -3.2% | i | -3.0 | 0.6%
O=C(NCC(c1ccco1)N1CCc2ccccc2C1)C(=O)Nc1ccc(F)cc1F (configuration not stated) | -2.1% | 27.3% | -0.3% | -23.2% | -17.1% | ? | i | -5.2 | -4.2%
CC(=O)c1sc(-c2ccc(Cl)cc2)nc1C | 10.6% | -13.1% | -25.2% | -1.3% | -9.9% | 1.7% | i | 20.7 | 20.8%
O=C1CC(c2ccc(F)cc2)Sc2nc(-c3ccccc3)c(-c3ccccc3)n21 (configuration not stated) | -6.5% | / | 14.1% | -3.3% | i | 9.8% | i | ? | 0.6%
CCOC(=O)c1cnc2c(C(=O)OC)cccc2c1NCCN1CCOCC1 | 3.8% | -19.5% | -0.8% | -6.3% | i | 0.0% | i | -10.4 | -3.2%
CCOC(=O)c1c(NC(=O)CSc2nnc(-c3ccco3)o2)sc(C(C)=O)c1C | 1.9% | -9.0% | 3.5% | -6.2% | -36.0%[inhibitor] | 0.8% | i | 10.8 | 14.9%
Cc1cc(C)n2c(Nc3ccc4c(c3)OCCO4)c(CCc3ccccc3)nc2n1 | ? | 11.5% | 4.5% | 8.7% | -12.2% | 13.3% | i | 149.4 | 0.0%
Cc1cccc(C(=O)N2CCN(S(=O)(=O)N3CCCCCC3)CC2)c1 | -0.4% | 12.6% | -11.1% | 2.7% | i | -24.5% | i | -5.4 | 26.3%

Next results:
Order of values – aSyn yeast inh, FUS yeast rescue, Abeta yeast res, GLP-1R agonist, PTHR1 ag, GLP1R inv ag, Akt phos inh, D3 antag, TDP43 rescue
O=C(N=Nc1c(O)[nH]c2ccc([N+](=O)[O-])cc12)c1ccccc1Cl
  -1.6%, -14.9%, -4.0%, -5.0%, -22.5%, 11.1%, i, -29.6, 1.3%
O=C(N/N=C/c1ccc([N+](=O)[O-])o1)c1cc2c(ccc3ccccc32)o1
  1.6%, 14.1%, -15.0%, -0.2%, i, 5.8%, i, 5.7, 11.2%
COC(=O)c1c(NC(=O)c2nc(SCc3ccc(F)cc3)ncc2Cl)sc2c1CCCC2
  /, -2.8%, -8.2%, /, i, 3.0%, /, /, 8.4%
CCn1ncc(Br)c1C(=O)Nc1ccccc1OC
  2.9%, 4.4%, 7.2%, 18.4%, i, -19.5%, i, 4.1, ?
Cc1ccccc1N1CCN(C2CCCN(C(=O)c3ccc(Cl)s3)C2)CC1 (configuration not stated)
  1.0%, /, 2.8%, -0.4%, i, ?, i, ?, -11.1%
CC(C(=O)Nc1ccc(OCc2ccccc2)cc1)N1CCCC1 (configuration not stated)
  5.2%, -9.9%, -16.9%, -1.1%, -2.4%, ?, i, -13.8, -7.0%
Cc1cc(C(=O)Nc2cccc3ccccc23)n(-c2ccccc2)n1
  8.1%, 36.7%, 13.0%, 9.3%, i, -16.3%, i, 19.4, 2.3%[0.397 µM]
O=C(CC1CCCCC1)NCCS(=O)(=O)N1CCN(c2ccccc2)CC1
  5.2%, -6.4%, -6.2%, 1.2%, i, -17.5%, i, 2.6, -5.2%
CC(=O)NC(c1ccc(F)c(F)c1)c1nc(-c2ccc3c(c2)OCO3)cs1 (configuration not stated)
  -3.5%, -0.2%, -4.0%, -8.5%, -14.6%, 17.2%, i, 0.0, 13.1%
COC(C(=O)Nc1ccnn1C1CCN(C(=O)c2cccc(F)c2)CC1)c1ccccc1 (configuration not stated)
  -5.7%, 9.3%, 2.3%, -8.1%, -7.2%, -0.6%, i, -15.0, -6.2%
Cc1cccc(NC(=O)CN2C(=O)/C(=C3\SC(=S)N(CC4CCCO4)C3=O)c3ccccc32)c1 (configuration not stated)
  -2.0%, 0.9%, /, -7.7%, i, -21.1%, i, 5.0, 5.6%
COC(=O)c1cnc(SC)nc1C
  -7.1%, -4.9%, 1.4%, -2.3%, i, 16.5%, i, -20.5, 3.6%
Cc1ccc(C(=O)NCCOc2cccc(C)c2)cc1
  11.1%, /, 0.6%, 4.0%, -6.2%, 0.0%, i, 0.0, -12.0%
Cc1cc(C)cc(NC2=C(N)C(=O)c3ccccc3C2=O)c1
  1.2%, -29.5%, 12.0%, -3.3%, -14.1%, 6.1%, i, 0.7, -3.0%
CSc1ccccc1NC(=O)CN(C)C(=O)Cc1c[nH]c2ccccc12
  1.9%, 7.2%, -2.5%, 7.5%, -20.7%, 7.4%, i, 12.5, 18.8%
Cc1ccccc1CSc1nc2c(sc3ccccc32)c(=O)n1CCCC(=O)NCCCOC(C)C
  /, 8.6%, -2.0%, /, 3.6%, -6.6%, /, /, 3.7%
CC(=O)Nc1c(C)nn(-c2ccc(C)c(C)c2)c1C
  1.7%, 7.6%, -0.6%, -1.2%, i, -5.3%, i, 14.3, -6.4%
CCOc1cc(-c2n[nH]c(=S)n2Cc2ccccc2)ccc1OC(F)F
  -0.8%, 8.5%, -15.7%, 20.1%, -11.6%, 17.7%, i, 32.8, 12.4%
CCN(CC(=O)Nc1c(F)cccc1F)C(=O)CNC(=O)c1ccc2c(c1)OCO2
  0.4%, -12.4%, 18.3%, 7.1%, -19.8%, 2.8%, i, 12.9, 6.5%
CCC(=O)c1ccc(OCC(=O)NCC2COc3ccccc3O2)cc1 (configuration not stated)
  -2.1%[1.84 µM], 9.5%, -2.5%, 3.7%, -7.6%, -18.5%, i, -14.4, ?
O=C(O)COc1ccccc1/C=N/NC(=O)COc1ccc(-c2ccccc2)cc1
  -9.7%, 16.2%, -9.2%, -1.6%, i, -19.7%, i, 2.5, 6.3%
